Bioassay records from PubChem.
HTR2A ag – mouse Htr2a agonists via beta-arrestin recruitment, primary screen, cell-based, luminescence; 5-hydroxytryptamine receptor 2A (Mus musculus), P35363; CHO-K1 mHTR2A beta-arrestin complementation; percent of 30 µM serotonin response; activation, % at 7.6 µM; 360,000 tested, 0.66% active;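 active = activation above a run cutoff, the mean activation of all tested compounds plus 3 SD, cut at about 14% in these data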;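 note: 0% = plate median of compound wells and 100% = 30 µM serotonin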
Cardio protect – cardioprotection against H2O2-induced cell death, primary screen, uHTS, H9c2 cells, ATPLite luminescence; protection from H2O2 cell death, % at 20 µM; H9c2 cardiomyocytes, H2O2 injury protection, 2 h; AID 588492, 2011; 360,000 tested, 0.63% active;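 active = compounds giving at least 50% protection of heart cells from peroxide-induced death in the single-dose screen, raw or plate-pattern-corrected value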;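 note: 0% = DMSO wells with peroxide and 100% = DMSO wells without peroxide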
CaV13 FRET inh – Primary screen for inhibitors of IQ motif and Ca2+-dependent inactivation inhibitor domain binding in CACNA1D, Förster resonance energy transfer in living cells, …; inhibition, % at 12.3 µM; 340,000 tested, 0.098% active; AID 743397; HEK cells, CFP/YFP FRET ICDI-IQ, plate reader, 10 min; percent FRET-ratio fall versus neutral wells;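 active = mean replicate inhibition of at least 30% and at least 1% of replicates passing that level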;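 note: 0% = median of the neutral control wells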
HIF-2a inh – HIF-2a reporter inhibitors, primary screen, luminescence, 786-0 RCC cells | 786-0 RCC cells HIF-2a reporter, luciferase luminescence, overnight | inhibition, % at 18.8 µM | 360,000 tested, 0.72% active | AID 624352, 2012;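 active = inhibition of the luminescence signal of 40% or more relative to plate controls, in a single-dose primary screen at 18.75 µM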
PDI inh – inhibitors of human PDI, primary screen, biochemical, turbidity, single point, plate reader; Protein disulfide-isomerase (Homo sapiens), P07237; PDI insulin aggregation turbidity, A650, 90 min; inhibition, % at 10 µM; 350,000 tested, 0.052% active;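 active = mean inhibition across replicates of 30% or more, whatever share of single replicates reach that level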;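 note: absorbance from insulin aggregation driven by PDI reduction with DTT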
Target sequence (P07237 whole entry, looked up): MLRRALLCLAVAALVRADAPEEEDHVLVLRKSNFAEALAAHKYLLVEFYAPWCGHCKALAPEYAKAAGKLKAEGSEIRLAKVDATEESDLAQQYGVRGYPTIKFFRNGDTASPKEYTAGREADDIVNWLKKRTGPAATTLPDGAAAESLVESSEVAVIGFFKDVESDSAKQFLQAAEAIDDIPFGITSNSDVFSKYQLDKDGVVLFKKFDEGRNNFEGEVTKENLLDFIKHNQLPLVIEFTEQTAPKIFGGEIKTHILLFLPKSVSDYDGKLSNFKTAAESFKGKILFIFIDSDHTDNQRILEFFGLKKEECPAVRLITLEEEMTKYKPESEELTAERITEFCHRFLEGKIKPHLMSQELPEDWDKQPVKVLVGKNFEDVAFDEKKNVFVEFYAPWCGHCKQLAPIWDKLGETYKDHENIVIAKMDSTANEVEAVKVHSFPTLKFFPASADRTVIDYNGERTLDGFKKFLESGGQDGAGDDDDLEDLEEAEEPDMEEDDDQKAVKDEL
NR2E3 ag-1 – NR2E3 agonists in two-hybrid cells, primary screen, cell-based, luminescence, CHO-S, Gal4-NCOR/VP16-NR2E3 | Photoreceptor-specific nuclear receptor (Homo sapiens), Q9Y5X4 | luciferase | inhibition of corepressor binding, % at 3.98 µM | 360,000 tested, 0.35% active | AID 602229, 2012;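 active = inhibition above the mean of all tested compounds plus 3 SD, cut at about 70% in these data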;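 note: 0% = DMSO with NR2E3 transfected cells and 100% = cells lacking NR2E3 construct; higher means lower luciferase signal from less NR2E3 corepressor binding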
Target sequence (Q9Y5X4 whole entry, looked up, the tested form may be a part): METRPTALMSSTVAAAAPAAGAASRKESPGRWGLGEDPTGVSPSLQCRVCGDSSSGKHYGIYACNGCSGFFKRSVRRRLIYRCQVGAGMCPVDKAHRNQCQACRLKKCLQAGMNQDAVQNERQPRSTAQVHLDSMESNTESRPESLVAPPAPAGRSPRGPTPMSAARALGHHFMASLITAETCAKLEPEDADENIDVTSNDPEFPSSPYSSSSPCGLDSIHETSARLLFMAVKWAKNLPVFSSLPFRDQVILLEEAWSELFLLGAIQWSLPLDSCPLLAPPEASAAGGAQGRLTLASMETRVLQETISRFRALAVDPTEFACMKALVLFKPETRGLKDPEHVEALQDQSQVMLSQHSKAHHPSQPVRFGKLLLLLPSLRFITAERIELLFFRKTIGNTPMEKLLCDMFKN
Shn3 3UTR inh – reduction of Shn3 3'UTR firefly luciferase signal, primary screen, Schnurri-3 inhibitor project, cell-based, Clone20 osteoblasts, set 2; Clone20 osteoblast Shn3 3'UTR firefly luciferase, 24 h; AID 588674, 2011; inhibition, % at 12.5 µM; 360,000 tested, 0.52% active;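 active = mean inhibition of at least 75% with every replicate also reaching 75%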;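 note: 0% = median of neutral control wells and 100% = pilot-screen positive control compound; some compounds past the cut are filed as inactive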
iPSC survival up – enhancers of single-cell hiPSC survival, primary screen, ATPlite luminescence; 360,000 tested, 0.044% active; survival enhancement, % at 20 µM; 100% = ROCK inhibitor wells, 0% = DMSO; in the data active = survival enhancement above about 18%;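 note: cells exposed to compounds for 16 hours before the ATP read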
MITF TRPM1 inh – inhibitors of MITF-dependent TRPM1 promoter reporter, primary screen, cell-based, SK-MEL-5, single point, luciferase | SK-MEL-5 TRPM1 promoter luciferase, 24 h | inhibition, % at 12.5 µM | 330,000 tested, 0.83% active;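 active = mean inhibition across replicates of 60% or more, whatever share of single replicates reaches that level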; note: values of inactives mirror those of a sister screen read the other way
Peg3 prom inh – Peg3 promoter-driven luciferase inhibitors, primary screen, cell-based, HeLa, luciferase luminescence; HeLa PEG-Prom luciferase reporter, overnight; inhibition, % at 20 µM; 360,000 tested, 1.7% active; AID 588405, 2011;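 active = inhibition of at least 50% at 20 µM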
NR2E3 ag-2 – inhibitors of NR2E3-RetCOR corepressor binding, primary screen, NR2E3 agonist project, biochemical, TR-FRET, GST-NR2E3, biotin-RetCOR | AID 2300, 2010 | 320,000 tested, 0.12% active | inhibition of corepressor binding, % at 4.78 µM | Photoreceptor-specific nuclear receptor (Homo sapiens), Q9Y5X4 | 1536-well;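 active = percent inhibition above the cutoff of mean plus 3 SD of all tested compounds, set per screening campaign, cut at about 20% in these data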;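 note: 0% = DMSO wells and 100% = biotin wells as full block of FRET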
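Material: NR2E3–RetCOR corepressor complex / Incubation: Compound–protein incubation for 5 h at 4 °C / Dosing: compound at 4.8 µM, single dose / Detection: time-resolved FRET / Benchmarks: high control biotin, low control 0.6% DMSO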
The depositor's hits bear a star; / = not tested or not shown.

SMILES | HTR2A ag | Cardio protect | CaV13 FRET inh | HIF-2a inh | PDI inh | NR2E3 ag-1 | Shn3 3UTR inh | iPSC survival up | MITF TRPM1 inh | Peg3 prom inh | NR2E3 ag-2
OCC1(CO)COC(c2ccccc2)=N1 | 5 | 2 | -7 | 17 | 4 | 17 | 5 | 0.5 | -10 | -7 | 4
O=C1NC[C@H](CCCCN2CCN(CC3CCCCC3)C(=O)C2=O)N(CC2CCCCC2)C1=O | -2 | / | -8 | 4 | / | -16 | / | 0.0 | / | / | /
CCCNc1nc2c(c(=O)[nH]c(=O)n2C)n1CCCc1ccccc1 | 0 | -2 | / | 10 | -8 | 1 | -1 | -0.7 | 5 | -1 | 0
CC(CS(=O)(=O)c1ccc2c(c1)NC(=O)CS2)C(=O)N1CCN(c2cccc(Cl)c2)CC1 (configuration not stated) | 8 | 3 | -5 | 3 | 8 | 13 | 4 | 0.2 | -1 | 20 | -2
Cc1nnc(SCC(=O)Nc2c(C)n(C)n(-c3ccccc3)c2=O)n1Cc1ccccc1 | 0 | -1 | -6 | 15 | -5 | -3 | 41 | 2.1 | 4 | 12 | 5
OCC1(Cc2ccc(Cl)cc2)CCN(Cc2ccccc2F)CC1 | 3 | -8 | -6 | 15 | -3 | -1 | 16 | 0.1 | 0 | -2 | -6
O=C(COc1ccc2ccccc2c1)NNC(=O)Nc1ccccc1F | 3 | -3 | -2 | 9 | 3 | -15 | 10 | 0.1 | 1 | 14 | 3
Cc1cnc(C(=O)OCC(=O)N(Cc2ccccc2)C(C)C)cn1 | 1 | -2 | -4 | 4 | 1 | 19 | 10 | 4.1 | -2 | -4 | 5
O=C(CCC(=O)Nc1cccc([N+](=O)[O-])c1)NCc1ccccc1 | 3 | 7 | -2 | 6 | -4 | -10 | -2 | -0.4 | 3 | 4 | 2
COc1cccc2cc(C(=O)Nc3ccccc3C)/c(=N/O)oc12 | 6 | 5 | -5 | -115 | -13 | -101 | -37 | -0.7 | / | -76 | 1

Next part (2 carried over from the part before).
SMILES | HTR2A ag | Cardio protect | CaV13 FRET inh | HIF-2a inh | PDI inh | NR2E3 ag-1 | Shn3 3UTR inh | iPSC survival up | MITF TRPM1 inh | Peg3 prom inh | NR2E3 ag-2
O=C(CCC(=O)Nc1cccc([N+](=O)[O-])c1)NCc1ccccc1 | 3 | 7 | -2 | 6 | -4 | -10 | -2 | -0.4 | 3 | 4 | 2
COc1cccc2cc(C(=O)Nc3ccccc3C)/c(=N/O)oc12 | 6 | 5 | -5 | -115 | -13 | -101 | -37 | -0.7 | / | -76 | 1
CCN1C(=O)C(CC(=O)Nc2ccc(F)cc2)N(CCCN2CCN(c3ccc(F)cc3)CC2)C1=S (configuration not stated) | -4 | 5 | -7 | 4 | -3 | -3 | 23 | 1.7 | -4 | 25 | 0
Cc1ccc2c(c1)N(CC(=O)NC1CCCCC1)C(=O)c1cccnc1O2 | -6 | 3 | -10 | 17 | / | 15 | 4 | -2.0 | -2 | -5 | -3
O=C(N[C@@H]1C/C=C\C[C@H](CC(=O)N(CCO)Cc2ccccc2)C(=O)N[C@@H](Cc2ccccc2)COC1=O)OCC1c2ccccc2-c2ccccc21 | -6 | 5 | -10 | -2 | -2 | -6 | 32 | -3.4 | 4 | 68* | /
Cc1cc(/C=C\c2ccc3cc(N(C)C)ccc3[n+]2C)c(C)n1-c1ccccc1 | -7 | -46 | / | 28 | 2 | 100* | 95* | -5.3 | 101* | 64* | 5
COc1ccc(CNC(=O)c2ccccc2C(=O)O)cc1 | 8 | 0 | -3 | 14 | 6 | 3 | 10 | 0.8 | 6 | 17 | 0
Cc1ccc(C(CC(=O)O)NC(=O)CN2C(=O)c3ccccc3C2=O)cc1 (configuration not stated) | 1 | 0 | -1 | 4 | -8 | 3 | -5 | -0.1 | 8 | 5 | -2
COc1ccc(C(=O)NC(C(=O)NCc2ccccn2)C(C)C)cc1 (configuration not stated) | 0 | 8 | -3 | 11 | -15 | -5 | -10 | 2.3 | 7 | 1 | -2
O=C(OCc1ccccc1)N1CCC2CC1c1cc(N3CCN(S(=O)(=O)c4cccc5ccccc45)CC3)ccc12 (configuration not stated) | 2 | -4 | -6 | -24 | / | -6 | -5 | -1.4 | / | -14 | /
CCCCCCSc1nc(O)c(C2OC(=O)c3c2ccc(OC)c3OC)c(=O)n1-c1ccccc1 (configuration not stated) | -1 | 2 | / | 0 | 5 | -6 | -14 | 5.8 | -4 | 0 | -1
O=C(COc1ccc(Cl)cc1)N(Cc1ccccc1)c1ccccn1 | -3 | 11 | / | 9 | 0 | -6 | 1 | -1.7 | 5 | 14 | -2
COc1ccc(-c2nc3ccncc3[nH]2)cc1OC | -4 | -14 | -4 | -10 | 4 | -18 | -9 | -2.4 | -8 | -7 | -1
CC1Cc2ccccc2N1C(=O)c1ccnc(C(C)(C)C)c1 (configuration not stated) | 9 | -5 | -11 | 13 | -5 | -5 | 4 | 0.1 | 16 | 2 | 0
CCCN(CCC)CCCNC(=O)C1c2cc(OC)c(OC)cc2C(=O)N(C)C1c1cccnc1 (configuration not stated) | 9 | 2 | 6 | 8 | 2 | 23 | -5 | 0.0 | 9 | -5 | 0
COc1ccc(NC(=O)/C(=C\c2ccco2)NC(=O)c2ccco2)cc1 | -1 | 0 | -2 | -19 | -8 | -9 | -3 | 0.4 | 0 | -13 | 6
O=C(O)C(Oc1ccc2cc(-c3ccc(Cl)cc3)c(=O)oc2c1)c1ccccc1 (configuration not stated) | -2 | 5 | -1 | 26 | -10 | -1 | 10 | 0.9 | 7 | -1 | /
CC1CCCC(C)N1CCCNC(=O)c1ccc2c(c1)NC(=O)c1ccccc1S2 (configuration not stated) | -2 | -3 | -18 | 14 | 2 | -1 | 17 | 0.0 | -6 | -10 | -3
O=C(Nc1cccc(Cl)c1)c1csc(-c2ccccc2)n1 | -5 | -12 | -4 | -225 | 5 | -31 | -25 | 4.0 | -21 | -189 | -1
C=CCN1C(=O)C2(OCCCO2)c2c(C)ccc(C)c21 | -2 | -2 | -7 | 24 | 5 | -5 | -11 | -0.3 | 0 | 12 | 3
CCC(C)NC(=O)C1CN(S(=O)(=O)c2ccccc2)CCN1S(=O)(=O)c1ccccc1 (configuration not stated) | -4 | 0 | / | 0 | -7 | -26 | 2 | 0.2 | -7 | 9 | -3
Cc1c(C(=O)N2CCC(C)CC2)sc2ncnc(N(C)c3ccccc3)c12 | -4 | -6 | -6 | 16 | 11 | -9 | 21 | -0.5 | 2 | 5 | 4
COc1cc(OC)cc(-c2c(-c3cccs3)c3cc(-c4ccc5c(c4)OCO5)ccc3n2C)c1 | -2 | -7 | -5 | 20 | 0 | -25 | 11 | -2.7 | 11 | 15 | 4
COc1c(C)cccc1C(=O)Nc1ccc(N2CCN(C(=O)c3ccccc3C)CC2)cc1 | -2 | 12 | / | -4 | -2 | 16 | 31 | -0.2 | 11 | 33 | 2
CCOc1ccc(/C=N/NC(=O)CN2CCCCC2)cc1OCC | 1 | -3 | -20 | 16 | 8 | -13 | -9 | -0.3 | -6 | -2 | 7
CCc1cccc(NC(=O)CCNS(=O)(=O)c2ccc3c(c2)oc(=O)n3C)c1 | 2 | -2 | -4 | 5 | 6 | 19 | 2 | -0.5 | 6 | -1 | -1
COc1ccc(CCN2CC(C(=O)N(C)Cc3c(C)n[nH]c3C)CCC2=O)cc1 (configuration not stated) | -4 | -5 | -3 | 3 | 0 | -6 | -65 | 0.2 | -5 | -2 | /
COCCN=C1Sc2nc3c(C)cccc3cc2CN1Cc1ccco1 | -2 | -10 | -5 | 10 | 4 | -17 | 41 | -3.0 | 12 | 23 | 4
CCOc1ccc(CN2CCCC(N3CCN(c4ccc(OC)cc4)CC3)C2)cc1 (configuration not stated) | -6 | 2 | -4 | -4 | -3 | 12 | 16 | -0.7 | 12 | 4 | -1
Cc1cc(-c2ccco2)n(CC(=O)NCc2ccco2)n1 | -2 | -2 | -6 | 5 | 1 | -23 | 10 | 3.2 | -3 | -19 | 4
CCCCSc1ncnc2c1ncn2C1CCCCO1 (configuration not stated) | 1 | -1 | -6 | -145 | -1 | -154 | -9 | -0.3 | -89 | -284 | /
c1ccc2c(c1)[nH]c1ccncc12 | -5 | 2 | -9 | 7 | -4 | 11 | -4 | 9.8 | -16 | -36 | 4
Cc1ccc(N2CC(C(=O)Nc3ccccn3)CC2=O)cc1 (configuration not stated) | 1 | -14 | -2 | 3 | 4 | 9 | 3 | -3.7 | 12 | 7 | 3

Among those listed so far, seven contain a halogen:
SMILES | HTR2A ag | Cardio protect | CaV13 FRET inh | HIF-2a inh | PDI inh | NR2E3 ag-1 | Shn3 3UTR inh | iPSC survival up | MITF TRPM1 inh | Peg3 prom inh | NR2E3 ag-2
CC(CS(=O)(=O)c1ccc2c(c1)NC(=O)CS2)C(=O)N1CCN(c2cccc(Cl)c2)CC1 (configuration not stated) | 8 | 3 | -5 | 3 | 8 | 13 | 4 | 0.2 | -1 | 20 | -2
OCC1(Cc2ccc(Cl)cc2)CCN(Cc2ccccc2F)CC1 | 3 | -8 | -6 | 15 | -3 | -1 | 16 | 0.1 | 0 | -2 | -6
O=C(COc1ccc2ccccc2c1)NNC(=O)Nc1ccccc1F | 3 | -3 | -2 | 9 | 3 | -15 | 10 | 0.1 | 1 | 14 | 3
CCN1C(=O)C(CC(=O)Nc2ccc(F)cc2)N(CCCN2CCN(c3ccc(F)cc3)CC2)C1=S (configuration not stated) | -4 | 5 | -7 | 4 | -3 | -3 | 23 | 1.7 | -4 | 25 | 0
O=C(COc1ccc(Cl)cc1)N(Cc1ccccc1)c1ccccn1 | -3 | 11 | / | 9 | 0 | -6 | 1 | -1.7 | 5 | 14 | -2
O=C(O)C(Oc1ccc2cc(-c3ccc(Cl)cc3)c(=O)oc2c1)c1ccccc1 (configuration not stated) | -2 | 5 | -1 | 26 | -10 | -1 | 10 | 0.9 | 7 | -1 | /
O=C(Nc1cccc(Cl)c1)c1csc(-c2ccccc2)n1 | -5 | -12 | -4 | -225 | 5 | -31 | -25 | 4.0 | -21 | -189 | -1
